PfG6PD inh = PfG6PD (Plasmodium falciparum) enzyme inhibition; PfGluPho enzyme, NADPH resazurin-diaphorase fluorescence; inhibition, % at 20 µM; hit rate 0.78% among 350,000; AID 504690;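 active = inhibition reaching at least a set limit at 20 µM in the primary screen, cut at about 59% in these data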;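 also: 0% = DMSO wells with substrate and 100% = DMSO wells lacking glucose-6-phosphate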
NR3A LBD binder = NR3A (human) ligand-binding domain modulation; Tm shift relative to glycine control, % at 25 µM; hit rate 2.5% among 340,000; NR3A LBD differential scanning fluorimetry, Tm shift; 0% = protein alone, 100% = glycine-bound protein; AID 1259313;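 active = melting temperature shift of at least 10% of the positive control shift, at one fixed dose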
SENP7 block = SENP7 protease inhibition; recombinant SENP7, Z-RLRGG-aminoluciferin luminescence, 40 min; inhibition, % at 5 µM; hit rate 1.5% among 330,000; AID 434973;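 active = inhibition above about 50% at the single test dose, limit read from the data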;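 also: plate controls were DMSO with enzyme for no effect and no enzyme buffer wells for full effect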
Target sequence (Q9BQF6 706-1050 limits assumed): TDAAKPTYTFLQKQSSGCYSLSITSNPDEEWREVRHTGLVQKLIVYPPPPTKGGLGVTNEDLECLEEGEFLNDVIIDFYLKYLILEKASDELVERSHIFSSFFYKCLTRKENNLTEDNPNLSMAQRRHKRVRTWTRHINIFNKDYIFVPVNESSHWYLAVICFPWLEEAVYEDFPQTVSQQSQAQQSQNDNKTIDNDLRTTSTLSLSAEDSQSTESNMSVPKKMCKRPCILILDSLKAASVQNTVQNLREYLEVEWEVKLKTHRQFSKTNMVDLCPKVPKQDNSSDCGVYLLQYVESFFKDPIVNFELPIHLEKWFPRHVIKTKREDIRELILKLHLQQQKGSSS
SENP6 inh = inhibitors of human SENP6 protease. Q9GZR1. Recombinant SENP6 catalytic domain, aminoluciferin luminescence. inhibition, % at 10 µM. hit rate 1.8% among 330,000;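 active = inhibition above about 50% at the single tested dose, limit read from the data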;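 also: plate controls were DMSO wells with enzyme for no effect and DMSO wells lacking enzyme for full effect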
Target sequence (Q9GZR1 628-1112 limits assumed): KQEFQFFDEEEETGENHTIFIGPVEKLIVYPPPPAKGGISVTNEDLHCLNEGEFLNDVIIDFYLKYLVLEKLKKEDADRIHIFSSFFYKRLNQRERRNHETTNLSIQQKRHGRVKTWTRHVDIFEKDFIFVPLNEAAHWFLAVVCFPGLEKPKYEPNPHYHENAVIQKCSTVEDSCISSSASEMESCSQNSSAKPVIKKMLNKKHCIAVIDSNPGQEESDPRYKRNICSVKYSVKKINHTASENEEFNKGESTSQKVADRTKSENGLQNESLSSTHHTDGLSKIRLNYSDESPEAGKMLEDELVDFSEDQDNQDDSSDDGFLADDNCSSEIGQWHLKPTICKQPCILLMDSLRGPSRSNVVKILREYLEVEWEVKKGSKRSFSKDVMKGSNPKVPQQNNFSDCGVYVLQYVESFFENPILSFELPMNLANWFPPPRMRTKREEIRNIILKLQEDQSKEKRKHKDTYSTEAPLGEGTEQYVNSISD
MPTP inh = permeability transition pore inhibition | isolated mouse mitochondria, Ca2+ swelling absorbance, 30 min | inhibition, % at 10 µM | hit rate 1.4% among 360,000 | AID 602449;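 active = inhibition of 50% or more, scaled per plate between neutral and stimulator controls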;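 also: 0% = DMSO wells given calcium and 100% = 1 mM EGTA wells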
ATG4B inh = inhibitors of human ATG4B cysteine protease; Q9Y4P1; ATG4B cleavage of LC3-PLA2, NBD-HPC fluorescence, 1 h; inhibition, % at 8.33 µM; hit rate 0.51% among 340,000; AID 504462; in the data active = inhibition above about 40%
SENP8 block = SENP8 (human) protease inhibition; hit rate 0.64% among 360,000; inhibition, % at 20 µM; recombinant SENP8, Nedd8 substrate fluorescence; Q96LD8; AID 602440; in the data active = inhibition mostly above about 40%, no sharp cut-off; inactive = mostly below about 27%
Target sequence (Q96LD8 whole entry, looked up): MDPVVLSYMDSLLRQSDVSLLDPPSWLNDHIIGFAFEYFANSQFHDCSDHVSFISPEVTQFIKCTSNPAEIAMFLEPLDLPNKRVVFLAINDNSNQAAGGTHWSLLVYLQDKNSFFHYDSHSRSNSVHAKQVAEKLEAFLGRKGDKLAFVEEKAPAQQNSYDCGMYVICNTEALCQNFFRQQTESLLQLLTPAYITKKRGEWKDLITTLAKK
HKDC1 inh = inhibitors of human hexokinase HKDC1; hit rate 0.16% among 340,000; recombinant HKDC1, G6PDH/diaphorase resazurin coupled fluorescence; inhibition, % at 20 µM;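 active = inhibition above about 35% when tested at 20 µM, limit read from the data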;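 also: plate controls were DMSO wells with enzyme for no effect and DMSO wells lacking enzyme for full effect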
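Incubation: 90 min at room temperature in dark / Material: recombinant HKDC1 (HK5) hexokinase enzyme, produced in-house / Quantity: enzyme 5 µg/mL final / Compound: one dose of 20 µM, 1% DMSO / Reagent: glucose and ATP substrates / Buffer or medium: Tris pH 8.0 buffer with MgCl2, Tween-20, BSA, BME / Technique: resorufin fluorescence at 613 nm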
An asterisk follows results filed as active; i = inactive; . = not tested or not shown.

A first look, 18 compounds:
SMILES	PfG6PD inh	NR3A LBD binder	SENP7 block	SENP6 inh	MPTP inh	ATG4B inh	SENP8 block	HKDC1 inh
COc1cc2[nH]c(=S)n(CCCN3CCOCC3)c(=O)c2cc1OC	9	-4	1	-23	0.8	-1	10	10
Cc1ccc(C)c(NNC(=O)C(=O)NNc2cc(C)ccc2C)c1	11	-2	-4	-20	-0.1	-3	18	0
N#C/C(=C/c1cccc(C(F)(F)F)c1)c1nc(CCN2C(=O)c3ccccc3C2=O)cs1	-26	-9	1	-9	10	-1	-268	-5
O=C1C(=O)N(CCS(=O)(=O)c2ccccc2)c2ccc(F)cc21	10	-4	2	9	-0.5	3	20	18
CC(N)(C(=O)O)c1cccc(OCc2cccc(Cl)c2)c1 (stereo not drawn)	0	-2	6	-4	1.1	7	26	-1
C=CCn1c(SCC(=O)NCCc2ccccc2)nnc1C1CC1	-12	1	-5	-13	-1.8	-2	18	0
O=C(O)c1cccc(CN2C(=O)CSC2=O)c1	-11	2	-10	-1	0.5	-8	24	-6
CCCC(=O)NNC(=O)Nc1ccccc1	-4	1	-6	3	0.5	20	11	-10
Cc1c(C)n(CC(O)CNc2ccccc2)c2ccccc12 (stereo not drawn)	25	-1	6	4	3.7	-8	-6	3
COc1ccc(C(CNC(=O)c2ccc(S(=O)(=O)Nc3ccccc3C)cc2)N2CCOCC2)cc1 (stereo not drawn)	1	2	4	-1	-0.6	-7	-3	-3
CC1CCN(C(=O)c2ccc(S(=O)(=O)NCc3ccco3)cc2)CC1	5	0	7	-9	1.4	-4	12	-3
Cc1ccccc1S(=O)(=O)Cc1ccc(C(=O)O)o1	-5	1	2	-5	-0.5	-2	9	-4
COc1ccc(NC(=O)CSc2nc3ccccc3c(=O)n2CCCN2CCOCC2)c(OC)c1	5	0	0	-4	-0.1	-14	7	3
CCN(CC)CCN(C)c1ccc(N2C(=O)C3CC=CCC3C2=O)cc1[N+](=O)[O-] (stereo not drawn)	13	2	-8	-32	2.2	0	32	-7
CCCC(=O)Nc1c(-c2ccc(C)cc2)c(=O)c2ccccc2n1C	13	0	7	-3	1.2	2	-113	-1
Cc1nnc(SCC(=O)Nc2nccs2)s1	14	1	-5	-3	3.0	-9	13	1
Cc1onc(-c2ccccc2)c1NC(=O)N(CCC#N)Cc1cccs1	-11	0	1	-15	-0.3	3	6	-5
O=[N+]([O-])c1cc(S(=O)(=O)c2ccc(N3CCCCC3)c([N+](=O)[O-])c2)ccc1N1CCCCC1	-13	-12	0	13	2.1	16	24	0

The whole of this part, from the start:
SMILES	PfG6PD inh	NR3A LBD binder	SENP7 block	SENP6 inh	MPTP inh	ATG4B inh	SENP8 block	HKDC1 inh
COc1cc2[nH]c(=S)n(CCCN3CCOCC3)c(=O)c2cc1OC	9	-4	1	-23	0.8	-1	10	10
Cc1ccc(C)c(NNC(=O)C(=O)NNc2cc(C)ccc2C)c1	11	-2	-4	-20	-0.1	-3	18	0
N#C/C(=C/c1cccc(C(F)(F)F)c1)c1nc(CCN2C(=O)c3ccccc3C2=O)cs1	-26	-9	1	-9	10	-1	-268	-5
O=C1C(=O)N(CCS(=O)(=O)c2ccccc2)c2ccc(F)cc21	10	-4	2	9	-0.5	3	20	18
CC(N)(C(=O)O)c1cccc(OCc2cccc(Cl)c2)c1 (stereo not drawn)	0	-2	6	-4	1.1	7	26	-1
C=CCn1c(SCC(=O)NCCc2ccccc2)nnc1C1CC1	-12	1	-5	-13	-1.8	-2	18	0
O=C(O)c1cccc(CN2C(=O)CSC2=O)c1	-11	2	-10	-1	0.5	-8	24	-6
CCCC(=O)NNC(=O)Nc1ccccc1	-4	1	-6	3	0.5	20	11	-10
Cc1c(C)n(CC(O)CNc2ccccc2)c2ccccc12 (stereo not drawn)	25	-1	6	4	3.7	-8	-6	3
COc1ccc(C(CNC(=O)c2ccc(S(=O)(=O)Nc3ccccc3C)cc2)N2CCOCC2)cc1 (stereo not drawn)	1	2	4	-1	-0.6	-7	-3	-3
CC1CCN(C(=O)c2ccc(S(=O)(=O)NCc3ccco3)cc2)CC1	5	0	7	-9	1.4	-4	12	-3
Cc1ccccc1S(=O)(=O)Cc1ccc(C(=O)O)o1	-5	1	2	-5	-0.5	-2	9	-4
COc1ccc(NC(=O)CSc2nc3ccccc3c(=O)n2CCCN2CCOCC2)c(OC)c1	5	0	0	-4	-0.1	-14	7	3
CCN(CC)CCN(C)c1ccc(N2C(=O)C3CC=CCC3C2=O)cc1[N+](=O)[O-] (stereo not drawn)	13	2	-8	-32	2.2	0	32	-7
CCCC(=O)Nc1c(-c2ccc(C)cc2)c(=O)c2ccccc2n1C	13	0	7	-3	1.2	2	-113	-1
Cc1nnc(SCC(=O)Nc2nccs2)s1	14	1	-5	-3	3.0	-9	13	1
Cc1onc(-c2ccccc2)c1NC(=O)N(CCC#N)Cc1cccs1	-11	0	1	-15	-0.3	3	6	-5
O=[N+]([O-])c1cc(S(=O)(=O)c2ccc(N3CCCCC3)c([N+](=O)[O-])c2)ccc1N1CCCCC1	-13	-12	0	13	2.1	16	24	0
NC(=O)c1cc([N+](=O)[O-])ccc1NCc1cccc([N+](=O)[O-])c1	8	-9	-5	-4	0.7	15	30	-2
CCc1nnc2n1N=C(c1ccc(Cl)cc1)CS2	1	-1	-7	-5	-0.5	-4	7	-4
Cc1c(Cc2ccccc2)c(=O)oc2c(C)c(OCC(=O)N[C@@H](Cc3ccccc3)C(=O)O)ccc12	-10	-4	-10	4	-2.5	-20	-6	1
COCC(=O)N(C)C[C@H]1N[C@@](Cc2ccccc2)(C(=O)OC)[C@H]2C(=O)N(C)C(=O)[C@@H]12	-3	-2	6	8	-0.3	2	-1	0
COc1ccc(Cl)cc1S(=O)(=O)NC(C)C(=O)NCc1cccnc1 (stereo not drawn)	3	1	-4	-47	-0.1	2	14	3
Cc1nc2ccccc2cc1C(=O)NCc1ccco1	-10	-4	-1	-9	-0.6	4	18	-6
Cn1c2c(c3ccccc31)CCN(CCCCN1CCN(c3ccccc3)CC1)C2=O	18	7	.	.	2.1	0	-43	-3
COc1ccc(C2CC(c3ccccc3OC(C)=O)=NN2C(C)=O)cc1 (stereo not drawn)	-11	0	8	-35	4.2	-6	8	-3
Cc1ccc(NC(=O)C(C)OC(=O)c2cc(=O)[nH]c3ccccc23)cc1S(=O)(=O)N1CCOCC1 (stereo not drawn)	2	-3	.	.	-0.9	-32	-310	0
COC(=O)c1ccc(NC(=S)NN2CCCCC2c2cccnc2)cc1 (stereo not drawn)	4	-2	1	-10	-0.2	1	9	-3
Cc1ccc(S(=O)(=O)N2CCCCC2)cc1NC(=O)Nc1ccc(Cl)cc1Cl	-3	14*	-2	2	85*	3	16	-4
Cc1ccc(C(=O)CSc2nnc(-c3cccs3)n2C)o1	5	0	6	-1	-0.8	0	-12	-2
O=Cc1ccc(-c2ccc([N+](=O)[O-])cc2Cl)o1	23	0	.	.	0.4	5	2	10
CCOC(=O)CC1(NC(=O)C2CCC(=O)N(Cc3ccccc3OC)C2)CCCCC1 (stereo not drawn)	-5	1	2	-5	1.6	-2	6	-4
CCCN(CCC)CCCNC(=O)CN1C(=O)CSc2ccc(S(=O)(=O)N3CCOCC3)cc21	-6	-2	-6	-2	-0.1	-1	-3	-9
COc1ccc(-c2csc(N3C(=O)C4C5c6ccccc6C(c6ccccc65)C4C3=O)n2)cc1 (stereo not drawn)	9	1	2	4	-0.7	-8	9	1
CCOc1ccc(S(=O)(=O)N2CCCCC2)cc1NC(=O)CCc1ccc(OC)cc1	3	1	5	-12	-1.7	0	8	-2
CCC1C=C(c2ccccc2)C=CN=C1N(CC)CC (stereo not drawn)	-12	-8	3	-5	-0.1	6	7	-6
Cc1nc(SCC(=O)NNC(=O)c2ccc(F)cc2)c2ccccc2n1	-12	0	-5	-4	-0.5	2	2	-9
CC(C)Oc1ccc(C(=O)Nc2ccc(NC(=O)c3ccco3)c(Cl)c2)cc1	-3	0	-9	0	-1.4	-5	-8	-6
CN1CCN(C(=O)c2cc3c(ccc4ccccc43)oc2=O)CC1	15	-1	-9	-17	13	2	i	4
CC(Oc1ccc(F)cc1)C(=O)Nc1ccccc1C(=O)NC1CC1 (stereo not drawn)	1	1	-3	-16	-1.6	-4	0	1
N#C/C(=C\c1cn(-c2ccccc2)nc1-c1cccnc1)c1nnc2n1CCCCC2	-8	-7	-5	9	2.4	8	-16	-3
Cc1ccc2c(c1)C(=O)CC(c1ccccc1)S2 (stereo not drawn)	6	13*	.	.	0.3	18	-273	2
Cc1ccc(N/C(=C\C(=O)c2ccccc2)C(=O)O)cc1	-6	0	2	-25	-0.8	-10	17	-4
COc1ccc(OCC(=O)NNC(=O)C2CCCO2)cc1 (stereo not drawn)	-8	0	-4	7	-6.0	-2	13	-7
CS/C(=N\N(C)C(N)=O)c1ccccc1	3	7	-13	-7	0.1	-5	12	-10
CC(C(=O)Nc1sc2c(c1C(=O)NCc1ccco1)CCCC2)N1C(=O)c2ccccc2C1=O (stereo not drawn)	-21	0	-2	-20	0.1	-1	12	3
COc1ccc(-c2cc(C(=O)N(C)Cc3ccc(OC)c(OC)c3OC)c3ccccc3n2)cc1OC	9	2	-5	-12	0.1	-11	-400	-7
O=C(O)CCCNC(=O)/C=C/c1ccco1	9	1	2	-22	1.2	1	-13	-10
Cc1ccc2c(c1)C(c1ccc(F)cc1)N(C(=O)c1ccc(S(=O)(=O)N(C)C)cc1)CC(=O)N2 (stereo not drawn)	1	0	-3	-4	0.2	-8	13	-2
O=C1CC(SC(=NCc2ccc3c(c2)OCO3)Nc2ccccc2)C(=O)N1 (stereo not drawn)	10	-2	0	-15	0.8	-16	10	-1
C=CCNC(=O)O/N=C/c1csc([N+](=O)[O-])c1	11	1	5	-13	2.5	-1	22	-2
Cn1c(N)c(C(=O)CCl)c(=O)n(C)c1=O	-13	0	2	-20	-1.4	0	10	2
Cc1c2ccccc2nc2c(F)c(NC(C)C)c(F)c(F)c12	10	-8	.	.	-1.6	2	-53	17
CC(C)C(=O)Nc1cccc(COc2ccc(CN(CCc3ccccc3)C(=O)OC(C)(C)C)cc2)c1	17	3	.	.	0.6	.	12	-3
CN(C)c1ccc(C(=O)n2nnc3ccccc32)cc1	0	4	5	-13	0.7	-12	-182	3
O=C(Cc1ccc(Cl)cc1)Nc1cccc2ncccc12	-2	0	3	-33	-0.9	-5	-151	-3
CC(C)(O)C#Cc1ccc(CN2CCC(CO)(CCc3ccccc3)CC2)cc1	2	-6	7	-8	-0.1	18	7	-3
CCCc1cc(=O)[nH]c(SCc2ccccc2Cl)n1	-9	6	7	7	22	15	18	5
CNc1cc(N2CCN(S(=O)(=O)N(C)C)CC2)ccc1[N+](=O)[O-]	9	10*	4	-7	0.0	-8	24	4
COc1ccc(C2=NO[C@@](CC(=O)O)(C(=O)Nc3ccc4c(c3)OCCO4)C2)cc1	0	-1	-11	-16	-0.1	2	23	8

The list goes on.
SMILES	PfG6PD inh	NR3A LBD binder	SENP7 block	SENP6 inh	MPTP inh	ATG4B inh	SENP8 block	HKDC1 inh
COc1cccc(NC(=O)Cn2c(=O)n(CCC(=O)NCc3ccco3)c(=O)c3ccccc32)c1	-5	0	2	4	0.7	-5	11	0
CCOC(=O)N1CCN(Cc2nc3c(c(=O)[nH]c(=O)n3C)n2CCCc2ccccc2)CC1	3	2	-3	7	-0.8	-6	5	5
Cc1c(C(=O)Nc2cccnc2Cl)oc2ccccc12	12	2	12	9	-1.2	-3	8	-5
CCCNC(=O)C(Cc1ccccc1F)NC(=O)c1ccccn1 (stereo not drawn)	5	2	-2	0	1.3	6	9	-2
O=C(NC1CC(=O)N(c2ccc(Cl)cc2)C1)N1CCN(C(=O)c2ccco2)CC1 (stereo not drawn)	-6	3	-2	-16	-0.5	-4	12	-1

From PubChem BioAssay
